ASM inhibitor – Inhibitors of Secretory Acid Sphingomyelinase (S-ASM): qHTS; Sphingomyelin phosphodiesterase (Homo sapiens), P17405; AID 504937, 2011; Potency, µM (titrated, usually from 57.5 µM), for inactives: at the highest dose activity change, negative = inhibition, actives largely listed as inhibitors; placental ASM, HMU-PC fluorogenic substrate, 60 min; 340,000 compounds, 0.006% hits; note: potency is the fitted concentration of half-maximal effect
Target sequence (P17405 47-631 limits assumed): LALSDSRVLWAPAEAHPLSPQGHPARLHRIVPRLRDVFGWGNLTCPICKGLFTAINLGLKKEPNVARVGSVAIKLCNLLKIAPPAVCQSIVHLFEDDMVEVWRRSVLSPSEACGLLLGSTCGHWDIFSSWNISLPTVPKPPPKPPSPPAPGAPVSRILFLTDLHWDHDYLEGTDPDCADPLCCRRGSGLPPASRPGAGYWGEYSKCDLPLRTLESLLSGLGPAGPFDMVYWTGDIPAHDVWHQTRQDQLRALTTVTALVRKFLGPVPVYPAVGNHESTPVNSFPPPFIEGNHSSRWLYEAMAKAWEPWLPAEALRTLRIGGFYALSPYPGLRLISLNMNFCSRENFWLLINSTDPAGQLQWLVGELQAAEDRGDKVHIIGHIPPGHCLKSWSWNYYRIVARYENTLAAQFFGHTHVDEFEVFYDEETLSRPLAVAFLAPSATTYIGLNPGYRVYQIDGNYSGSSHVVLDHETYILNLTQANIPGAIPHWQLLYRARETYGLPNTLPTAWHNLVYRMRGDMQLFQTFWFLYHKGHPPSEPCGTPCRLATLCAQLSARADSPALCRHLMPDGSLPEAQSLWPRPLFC
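Human placenta-derived ASM preincubated with compound 10 min at room temperature, then reacted with 9 uM (final) fluorogenic HMU-PC substrate for 60 min at 37 C. Stop solution raises pH to 10; fluorescence read at Ex 386/Em 447 nm.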
B2AR arrestin – qHTS assay of beta-arrestin-biased ligands of beta2-adrenergic receptor | Beta-2 adrenergic receptor (Homo sapiens), P07550 | beta-arrestin recruitment to beta2AR, cell-based reporter | Potency, µM (top dose mostly 46.1 µM), for inactives: at the top dose activation, most hits filed as activators | 330,000 compounds, 0.02% hits;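 note: potency is the fitted concentration of half-maximal effect; 0% = DMSO controls and full agonism = EC100 isoproterenol or metaproterenol; nearly all actives have a fitted effect of over 65% in size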
Coupling enz – qHTS Assay for Inhibitors of Fructose-1,6-bisphosphate Aldolase from Giardia Lamblia: Coupling assay counterscreen; 290,000 compounds, 0.67% hits; coupling enzyme system counterscreen, AmpLite Red fluorescence; AID 2472, 2010; activity change, negative = inhibition, % at 58.2 µM, hits read low; in the data active = activity change below about -30%; note: % is set by controls: 0 for no effect and ±100 for the full control effect
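First, compound is pin-transferred into glyceraldehyde-3-phosphate coupling-enzyme reagent at 57.5 uM final and held 10 min at RT. Next, substrate, coupling system and AmpLite Red are added. After 20 min RT, fluorescence (525/598 nm) is read.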
Integrin act MD – qHTS for Activators of Integrin-Mediated Alleviation for Muscular Dystrophy | alpha7betagal myoblasts, beta-gal FDG fluorescence, 48 h | 350,000 compounds, 0.064% hits | Potency, µM (highest dose often 38.3 µM), for inactives: at the top dose activation, actives largely listed as activators;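 note: potency is the fitted concentration of half-maximal effect; 100% = response of the positive control SU9516; nearly all actives have a fitted effect of over 60% in size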
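alpha7betagal+/- myoblasts (passage 13, 250/well) treated 48 h at 37C with compounds at 1:260 dilution of DMSO stock. Lysed, then beta-galactosidase activity read as FDG fluorescence (ex 480/em 540) after 30 min, with pre-read for autofluorescence.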
PKM2 act – qHTS Assay for Activators of Human Muscle isoform 2 Pyruvate Kinase; 260,000 compounds, 0.34% hits; Potency, µM (doses to about 57.5 µM), for inactives: at the top dose activation, actives largely listed as activators; purified PKM2, Kinase-Glo ATP luminescence, activation; response scale: 0% is enzyme alone, no compound; Pyruvate kinase PKM (Homo sapiens), P14618; note: potency is the fitted concentration of half-maximal effect; % is set by controls: 0 for no effect and ±100 for the full control effect; nearly all actives have a fitted effect of over 55% in size
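Purified hPK-M2 (>95% pure) converted ADP (0.1 mM final) to ATP with 0.5 mM PEP in 50 mM imidazole pH7.2, KCl, MgCl2, Tween 20, BSA; 1 h at room temperature. ATP detected by Kinase-Glo luminescence.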
TSG101-PTAP inh – qHTS Assay for Iinhibitors of HIV-1 Budding by Blocking the Interaction of PTAP/TSG101 | Fluorescence polarization, FITC-PTAP peptide / Tsg101 binding | AID 493005, 2010 | 340,000 tested, under 10 active | Potency, µM (titrated, usually from 115 µM), without a hit: top-dose activity change, negative = inhibition, usual class: inhibitors | Tumor susceptibility gene 101 protein (Homo sapiens), Q99816; active = well fitted inhibition curve with a large enough effect in the main read-out, with a control signal flat, not every such curve was filed as active; inconclusive = small, poorly fitted or top-dose-only effect, or effect the other way, or a change in a side signal; inactive = no such curve, though single readings can be large or run the other way; note: potency is the fitted concentration of half-maximal effect; % of control where 0% means no effect
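Tsg101 binding domain (10 uM final) was mixed with compound and a FITC-labeled PTAP peptide (50 nM final) in HEPES pH 7.5 buffer with NaCl, Tween 20, EDTA and TCEP; fluorescence polarization was read after 20 min at r.t.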
Tb PFK inh – qHTS Assay to Find Inhibitors of T. brucei phosphofructokinase | Potency, µM (highest dose often 57.5 µM), without a hit: at the highest dose activity, negative = inhibition, actives largely listed as inhibitors | T. brucei PFK, ADP-Glo luminescence | AID 485367, 2010 | 330,000 compounds, 0.17% hits;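 note: potency is the fitted concentration of half-maximal effect; 0% = uninhibited 1x PFK enzyme wells and -100% = no-enzyme wells; nearly all actives have a fitted effect of over 60% in size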
Target sequence (O15648 whole entry, looked up): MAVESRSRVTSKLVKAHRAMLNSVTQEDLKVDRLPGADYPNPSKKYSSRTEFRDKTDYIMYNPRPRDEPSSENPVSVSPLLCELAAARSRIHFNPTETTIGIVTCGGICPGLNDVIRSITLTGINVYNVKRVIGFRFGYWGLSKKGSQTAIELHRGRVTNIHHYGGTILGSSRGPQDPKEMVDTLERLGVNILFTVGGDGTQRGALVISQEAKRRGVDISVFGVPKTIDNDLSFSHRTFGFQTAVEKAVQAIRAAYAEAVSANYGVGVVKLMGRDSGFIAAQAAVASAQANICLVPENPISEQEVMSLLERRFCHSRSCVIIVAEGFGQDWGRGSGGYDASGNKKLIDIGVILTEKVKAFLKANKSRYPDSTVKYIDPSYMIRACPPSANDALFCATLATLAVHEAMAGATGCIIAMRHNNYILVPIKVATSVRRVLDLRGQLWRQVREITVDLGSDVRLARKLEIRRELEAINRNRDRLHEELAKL
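ADP-Glo luminescence quantified ADP after 45 min at room temperature, with 1.25 nM T. brucei PFK, 0.1 mM ATP and 0.5 mM fructose-6-phosphate in pH 8.0 TEA buffer. qHTS titrations up to 57 µM; curves classified by quality.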
Giardia killer – Small Molecules that selectively kill Giardia lamblia: qHTS | Giardia lamblia trophozoite viability | 340,000 compounds, 0.15% hits | activity change, % at 7.66 µM, hits read low | AID 540267, 2011; in the data active = activity change below about -80%; inconclusive = between about -30% and that limit;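 note: parasites exposed to compound for two days anaerobically before the ATP read; % is set by controls: 0 for no effect and ±100 for the full control effect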
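ATP-content bioluminescence gauges trophozoite survival. Cells (100/well) receive compound and incubate anaerobically for 48 hrs at 37 deg C; detection reagent follows for 15-30 min at room temperature.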
BCR signal inh – qHTS Assay to Find Inhibitors of Chronic Active B-Cell Receptor Signaling. 340,000 compounds, 0.05% hits. AID 493014, 2011. Potency, µM (top dose mostly 46.1 µM), without a hit: at the top dose ratio change, negative = lower green/red ratio, actives largely listed as inhibitors. ABC-DLBCL IkBa-CBG/CBR reporter, luminescence ratio, 4 h; active = well fitted inhibition curve with a large enough effect in the signal ratio, with a control signal flat, not every such curve was filed as active; inconclusive = small, poorly fitted or top-dose-only effect, or effect the other way, or a change in a side signal; the % refers to the signal ratio;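 note: potency is the fitted concentration of half-maximal effect; plate controls were basal doxycycline-induced cells for no effect and cells given 10 µM MG132 for full effect; MG132 reads +100%, hits lower the ratio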
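Compounds up to 46 uM were incubated four hours with TMD8 cells whose green CBG68 luciferase is fused to IkappaBalpha; red CBR luminescence normalised the signal, and concentration-effect curves were fitted to fusion, red and ratio data.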
Menin MLL FP TR – qHTS Assay for Inhibitors Targeting the Menin-MLL Interaction in MLL Related Leukemias: Competition With Texas Red Labeled MLL-derived Mutant Peptide; 270,000 compounds, 0.23% hits; AID 1768, 2009; Potency, µM (doses to about 61.6 µM), for inactives: at the top dose FP activity change, negative = inhibition, actives largely listed as inhibitors; O00255; Menin + Texas Red MLL mutant peptide, fluorescence polarization; active = well fitted inhibition curve with a large enough effect in the polarisation, with a control signal flat, not every such curve was filed as active; inconclusive = small, poorly fitted or top-dose-only effect, or effect the other way, or a change in a side signal; inactive = no such curve, though single readings can be large or run the other way; the % refers to the polarisation; note: potency is the fitted concentration of half-maximal effect; % of control where 0% means no effect; many of its hits are not listed in these tables
GALK inh – qHTS Assay for Inhibitors of Human Galactokinase (GALK). Purified GALK, Kinase-Glo residual ATP luminescence. Potency, µM (top dose mostly 57.5 µM), without a hit: at the highest dose activity change, negative = inhibition, hits mostly inhibitors. 270,000 compounds, 0.007% hits; note: potency is the fitted concentration of half-maximal effect; % is set by controls: 0 for no effect and ±100 for the full control effect
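5 nM enzyme, 35 uM ATP, 100 uM galactose, 20 mM HEPES pH8.0, 5 mM MgCl2; 1 h RT; residual ATP by Kinase-Glo Plus luminescence, qHTS format.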
An asterisk follows results filed as active; ? = inconclusive; / = no result given; [ ] = remark or other dose. Unless noted, calls come from the whole dose curve; as a rule, active = well fitted curve in the direction sought with a large enough effect; inconclusive = small, poorly fitted or top-dose-only effect, or another doubt; inactive = no such curve, though single readings can be large; an effect the other way counts as inactive or inconclusive. Only part of the results is shown. The share of hits here may be higher or lower than overall.

no.	structure	ASM inhibitor	B2AR arrestin	Coupling enz	Integrin act MD	PKM2 act	TSG101-PTAP inh	Tb PFK inh	Giardia killer	BCR signal inh	Menin MLL FP TR	GALK inh
1	CCN1CCN(S(=O)(=O)c2ccc(Cl)c(C(=O)NC3CCCCC3)c2)CC1	0%	-0.5%	/	-14%	/	-1%	0%	11	0%	/	/
2	O=C(Nc1ccccc1C(F)(F)F)c1cc(-c2ccco2)on1	2%	-0.1%	0	60%	-10%	-2%	6%	15	-19%	0%	-8%
3	COc1cc(OC)cc(-c2c(C#Cc3ccsc3)c3cc(-c4ccc(OC)nc4)ccc3n2C)c1	276%[activator]	-0.1%	/	16%	/	2%	-1%	-22	8%	/	/
4	Cc1ccc(-c2nc(C#N)c(NCc3ccco3)o2)cc1	5%	-0.3%	0	-3%	-5%	-10%	-3%	2	-1%	7%	1%
5	O=C(Nc1ccc(Cl)cc1)Nc1nc(-c2ccccc2O)cs1	-4%	0.4%	4	-39%	-2%	0%	6%	-13	?	/	-8%
6	CN(C)CCCNc1oc(-c2ccc(Cl)cc2)nc1S(=O)(=O)c1ccccc1	-2%	-0.3%	/	-7%	/	1%	0%	7	-9%	/	/
7	COc1ccc(-c2nc(Cn3c(SCc4cccc(F)c4)nc4ccncc43)c(C)o2)cc1OC	-6%	-0.3%	0	10%	-8%	-5%	-1%	-3	?	-10%	-2%
8	CC(OC(=O)CNC(=O)c1ccc(Br)cc1)C(=O)NC1CCCCC1C (centres undefined)	-3%	-0.2%	/	-2%	/	0%	-7%	-28	0%	/	/

3 of the compounds above, with two lines to a compound:
Results follow in this order: ASM inhibitor	B2AR arrestin	Coupling enz	Integrin act MD	PKM2 act	TSG101-PTAP inh	Tb PFK inh	Giardia killer	BCR signal inh	Menin MLL FP TR	GALK inh
7) COc1ccc(-c2nc(Cn3c(SCc4cccc(F)c4)nc4ccncc43)c(C)o2)cc1OC
  -6%	-0.3%	0	10%	-8%	-5%	-1%	-3	?	-10%	-2%
8) CC(OC(=O)CNC(=O)c1ccc(Br)cc1)C(=O)NC1CCCCC1C (centres undefined)
  -3%	-0.2%	/	-2%	/	0%	-7%	-28	0%	/	/
1) CCN1CCN(S(=O)(=O)c2ccc(Cl)c(C(=O)NC3CCCCC3)c2)CC1
  0%	-0.5%	/	-14%	/	-1%	0%	11	0%	/	/

Other entries:
no.	structure	ASM inhibitor	B2AR arrestin	Coupling enz	Integrin act MD	PKM2 act	TSG101-PTAP inh	Tb PFK inh	Giardia killer	BCR signal inh	Menin MLL FP TR	GALK inh
9	CCCCN=C1NN=C(c2cc3ccccc3o2)CS1	-3%	-1.2%	4	-10%	-6%	6%	-4%	-12	0%	7%	3%
10	c1cn2cc(CSC3CCCCC3)nc2s1	0%	-0.4%	-2	-12%	-18%	-9%	-6%	2	-6%	?	-2%
11	CS(=O)(=O)c1ccccc1C(=O)Nc1cc(Cl)ccc1-n1cncn1	-1%	-2.1%	/	2%	/	0%	5%	-12	-6%	/	/
12	CNC(=O)c1cccc(NC(=O)c2cc(-c3ccccc3)nc3c2cnn3C(C)C)c1	-25%	0.0%	/	-23%	/	-8%	0%	-15	4%	/	/
13	Cc1n[nH]c(=S)n1Cc1ccccc1	5%	-0.3%	2	4%	-4%	-7%	0%	3	6%	/	-1%
14	Cc1ccc([N+](=O)[O-])cc1S(=O)(=O)N1CCCN(C)CC1	-1%	-0.3%	1	-6%	/	0%	0%	24	?	11%	2%
15	S=C1NC[C@H](Cc2ccccc2)N1CCc1cccc2ccccc12	-3%	0.3%	0	-18%	-6%	0%	0%	-14	-1%	/	1%
16	O=C1c2cnc3nc(SCc4cccc(Cl)c4)nn3c2CC2c3ccccc3CCN12 (centres undefined)	66%[activator]	0.2%	0	18%	0%	-1%	1%	26	0%	-9%	-1%
17	O=C(CN1C(=O)c2ccccc2C1=O)Nc1cccc(Cl)c1	-3%	0.0%	0	-3%	2%	-1%	-3%	4	0%	0%	2%
18	Cc1ccc(S(=O)(=O)N2CCN(C(=O)COC(=O)CSc3ccc(C)c(C)c3)CC2)c(C)c1	-4%	-0.1%	/	7%	/	-1%	-1%	-6	2%	/	/
19	Cc1ccccc1NC(=O)CN1C(=O)N/C(=C\c2ccccc2OCc2ccc(C(=O)O)cc2)C1=O	-11%	0.1%	2	9%	/	-13%	-1%	32[activator]	?	?	2%
20	CCC(c1nnnn1Cc1ccc(F)cc1)N1CCN(C2CCCCC2)CC1 (centres undefined)	5%	0.1%	-2	-38%	-6%	-1%	0%	-16	-5%	/	-1%
21	CCN(CC)c1nc(C)c(C(=S)Nc2cc([N+](=O)[O-])ccc2Cl)s1	3%	-1.4%	0	6%	-4%	5%	0%	31[activator]	?	18%	9%
22	COc1ccc(Cl)cc1N(C(=O)c1ccco1)C(C(=O)NC1CCCC1)c1ccco1 (centres undefined)	9%	0.0%	1	6%	0%	1%	4%	-26	-3%	-1%	-2%
23	S=C(NCCc1c[nH]c2ccccc12)NC1CCCC1	3%	5.2%	0	26%	-3%	0%	3%	-15	?	?	8%
24	O=C(NCCN1CCOCC1)/C(=C\c1ccc(Br)cc1)NC(=O)c1cccs1	2%	11%	7	19%	-6%	0%	-3%	15	?	8%	2%
25	CS(=O)(=O)N1CCC(Oc2ccccc2C(=O)NC(C2CC2)C2CC2)CC1	4%	-0.3%	1	0%	-4%	0%	-1%	-3	?	-15%	4%
26	O=C(Nc1cc(S(=O)(=O)N2CCOCC2)ccc1N1CCOCC1)c1cc2c(s1)CCC2	0%	-0.1%	-1	4%	-2%	0%	-3%	13	11%	/	2%
27	COc1ccc(N(C(C)C(=O)N/N=C/c2cc(Br)c(C)o2)S(C)(=O)=O)cc1 (centres undefined)	-1%	0.1%	-1	-12%	?	-10%	3%	4	2%	-10%	0%
28	O=C(Cn1c2ccccc2c2nc3n(c(=O)c21)CCS3)Nc1ccccc1	1%	0.0%	/	-27%	/	-3%	1%	4	?	/	6%
29	CCCn1nnnc1NCc1ccccc1F	1%	-0.1%	0	11%	-2%	3%	-2%	-10	2%	13%	-2%
30	O=[N+]([O-])c1ccc(S(=O)(=O)Nc2nnc(C3CCCCC3)s2)cc1	7%	-0.4%	13	6%	4%	-5%	-14%	4	2%	?	-1%
31	O=C1c2ccccc2C(=O)C1c1ccc2ccccc2n1	-12%	-0.3%	0	-10%	-26%	-1%	10%	?	3%	51%[activator]	1%
32	Cc1nc(NS(=O)(=O)c2ccccc2)sc1C(=O)NNS(=O)(=O)c1ccccc1	-1%	-0.1%	2	-8%	-1%	-1%	4%	3	-17%	20%	4%
33	CCN(c1ccccc1)S(=O)(=O)c1ccc(Cl)c(NC(=O)COC(=O)c2cccc(OC)c2O)c1	-1%	0.4%	4	-23%	-8%	1%	0%	-1	0%	-14%	1%
34	S=C(NCc1ccc2c(c1)OCO2)NCc1ccc2c(c1)OCO2	2%	-0.6%	2	-14%	0%	0%	-4%	3	-9%	-19%	-2%

Screening data: PubChem, National Center for Advancing Translational Sciences (NCATS)
